Compound activity from PubChem BioAssay.
TIM10 inh = growth inhibitors of TIM10 yeast strain | S. cerevisiae TIM10 strain growth, BacTiter-Glo luminescence, 24 h | inhibition, % at 10 µM | actives 1.4% (n = 330,000);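 active = inhibition of 40% or more at the single tested concentration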;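 note: wild-type TIM10 isogenic control strain grown at permissive 25 °C; 0% = DMSO yeast wells and 100% = minimal medium wells without yeast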
mIAP inh = mouse IAP inhibition | inhibition, % at 10 µM | actives 0.2% (n = 330,000) | purified mouse IAP, CDP-Star luminescence, 30 min | AID 2806;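 active = inhibition of at least 40% at 10 µM in the primary screen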;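 note: plate controls were DMSO with enzyme for no effect and no enzyme wells for full effect; values of inactives mirror those of a sister screen read the other way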
Apaf-1 inh = human Apaf-1 inhibition | O14727 | reconstituted apoptosome caspase-3 activity, DEVD-Rh110 fluorescence | inhibition, % at 20 µM | actives 0.71% (n = 330,000); active = inhibition of at least 40% at 20 µM;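 note: plate controls were DMSO wells for no effect and DEVD-CHO caspase inhibitor wells for full effect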
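System: Apoptosome proteins | Medium: Hepes pH 7.5 with detergent and BSA | Also added: Cytochrome c trigger plus (Z-DEVD)2-Rh110 caspase-3 substrate | Incubation: 30 min compound preincubation, 50 min activation, room temperature | Detection: Rhodamine 110 fluorescence at Ex 480/Em 540 nm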
NALP3 yeast inh = blocks the NALP3 inflammasome reconstituted in yeast | Yeast reconstituted NLRP3/ASC/caspase-1, beta-gal luminescence, 24 h | inhibition, % at 10 µM | actives 0.39% (n = 330,000);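 active = inhibition of 50% or more; inactive = inhibition below 50%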;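 note: plate controls were induced DMSO wells for no effect and uninduced yeast grown without galactose for full effect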
hIAP inh = human IAP inhibition; purified IAP, CDP-Star luminescence, 30 min; P09923; actives 0.12% (n = 330,000); AID 2544; inhibition, % at 10 µM;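 active = inhibition reaching a set limit with compound at 10 µM in the primary screen, cut at about 35% in these data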;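 note: plate controls were DMSO wells with enzyme for no effect and no-enzyme buffer wells for full effect; values of inactives mirror those of a sister screen read the other way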
Target sequence (P09923 whole entry, looked up): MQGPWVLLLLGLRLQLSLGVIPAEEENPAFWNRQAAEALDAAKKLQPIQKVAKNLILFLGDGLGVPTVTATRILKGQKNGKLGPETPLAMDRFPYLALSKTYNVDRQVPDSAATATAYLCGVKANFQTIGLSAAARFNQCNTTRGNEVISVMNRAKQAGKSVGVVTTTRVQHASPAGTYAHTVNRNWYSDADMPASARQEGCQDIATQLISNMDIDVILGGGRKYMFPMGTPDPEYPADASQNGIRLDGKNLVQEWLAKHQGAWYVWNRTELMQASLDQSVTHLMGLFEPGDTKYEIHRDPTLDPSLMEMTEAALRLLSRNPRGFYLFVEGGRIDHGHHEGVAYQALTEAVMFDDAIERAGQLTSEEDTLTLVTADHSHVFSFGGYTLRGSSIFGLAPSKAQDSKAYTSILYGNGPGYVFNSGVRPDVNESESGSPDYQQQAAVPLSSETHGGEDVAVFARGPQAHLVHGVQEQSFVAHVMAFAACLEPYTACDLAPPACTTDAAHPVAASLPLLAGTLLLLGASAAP
hIAP activ = increases human intestinal alkaline phosphatase activity. actives 0.16% (n = 330,000). purified human IAP, CDP-Star luminescence, 30 min; stronger effect = higher value; 1 = vehicle-only enzyme, 0 = enzyme-free background. activation factor at 10 µM. AID 2524. P09923;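 active = activation factor of the enzyme at least 2-fold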; note: the source names both 10 and 20 µM as test concentration; values of inactives mirror those of a sister screen read the other way
ATG4B inhibitor = inhibitors of human ATG4B cysteine protease; Q9Y4P1; ATG4B cleavage of LC3-PLA2, NBD-HPC fluorescence, 1 h; inhibition, % at 8.33 µM; actives 0.51% (n = 340,000); AID 504462; in the data active = inhibition above about 40%
Target sequence (Q9Y4P1 whole entry, looked up): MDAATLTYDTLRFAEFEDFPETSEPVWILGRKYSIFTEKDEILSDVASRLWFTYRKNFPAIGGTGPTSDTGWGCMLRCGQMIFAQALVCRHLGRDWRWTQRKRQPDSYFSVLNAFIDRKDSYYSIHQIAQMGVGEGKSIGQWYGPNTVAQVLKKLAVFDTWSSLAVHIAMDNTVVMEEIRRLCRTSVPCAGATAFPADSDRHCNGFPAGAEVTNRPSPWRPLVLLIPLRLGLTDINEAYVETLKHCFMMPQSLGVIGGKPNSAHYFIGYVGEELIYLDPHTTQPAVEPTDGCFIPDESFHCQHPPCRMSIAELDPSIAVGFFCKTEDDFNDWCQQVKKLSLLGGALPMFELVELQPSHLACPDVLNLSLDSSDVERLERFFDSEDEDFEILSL
tim10-1 inh = tim10-1 yeast growth inhibition; S. cerevisiae tim10-1 ts strain growth, BacTiter-Glo, 24 h; actives 2.2% (n = 330,000); inhibition, % at 20 µM; AID 463190;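 active = inhibition of at least 40%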;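 note: mutant grown at 25 °C; 0% = DMSO wells with yeast and 100% = wells holding no yeast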
mIAP act = increases mouse intestinal alkaline phosphatase activity | muIAP, CDP-Star luminescence, 30 min; stronger effect = higher value; 1 = vehicle-only enzyme signal, 0 = enzyme-free wells | AID 2805 | actives 0.24% (n = 330,000) | activation factor at 10 µM;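 active = activation factor of at least 2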; note: the source names both 10 and 20 µM as test concentration; values of inactives mirror those of a sister screen read the other way
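Assay system: mouse IAP enzyme / Compound: DMSO-dissolved test compounds / Timing: 30 min, room temperature / Measured by: luminescence from enzymatic CDP-Star hydrolysis / Control set: DMSO-only wells, enzyme-free buffer wells as negative control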
An asterisk follows results filed as active; / = no result given; & = joins results of further samples.

SMILES	TIM10 inh	mIAP inh	Apaf-1 inh	NALP3 yeast inh	hIAP inh	hIAP activ	ATG4B inhibitor	tim10-1 inh	mIAP act
Cc1cc(C)c(S(N)(=O)=O)c(C)c1N(C)S(=O)(=O)c1ccc(Cl)cc1	-2.5	-0.2	6.9	13.9	-37.6	1.38	3.7	5.2	1
CCOC(=O)c1c(S(=O)(=O)N(C)C2CCCCC2)c(C)n(C)c1C	14.2	-1.0	-4.3	-16.8	-17.5	1.18	-7.5	15.8	1.01
CCn1c(=O)cc(OCC(=O)NCc2cccs2)c2ccccc21	4.8	6.9	3.2	-5.0	-9.4	1.09	-7.5	16.3	0.931
C/C(=N\NC(=O)OC(C)(C)C)c1ccccc1Br	15.6	-4.9	-9.9	13.0	-10.0	1.1	5.1	19.0	1.05
O=c1c2ccccc2cnn1Cc1n[nH]c(=S)n1-c1ccc(F)cc1	12.3	1.6	-13.1	7.5	14.5	0.855	2.4	4.2	0.984
COc1ccc(C(C(=O)NC(C)(C)C)N(C(=O)Cn2nnc3ccccc32)c2cccc(C(C)=O)c2)cc1O (centres undefined)	3.3	4.8	-0.2	11.3	2.4	0.976	5.3	-7.8	0.952
CC(NC(=O)Nc1ccc(Br)cc1)C(C)(C)C (centres undefined)	7.4	-99.9	7.0	17.7	-1.2	1.01	-7.6	11.3	2
O=C(CN(c1ccccn1)S(=O)(=O)c1ccc(F)cc1)Nc1ccc(F)cc1F	-7.8	-2.8	-3.3	5.3	8.9	0.91	3.6	-4.3	1.03
CCOC(=O)C1(C)C=C(Nc2ccc(OCC)cc2)C(=O)N1c1ccccc1 (centres undefined)	-10.5	2.5	20.0	5.3	-49.0	1.49	0.6	20.2	0.975
COc1ccc(-c2nsc(SCC(=O)Nc3cc(C)on3)n2)cc1	-7.5	16.4	-12.6	15.5	17.3	0.827	2.3	3.1	0.836
O=C(c1ccc(CSc2nc3ccncc3[nH]2)cc1)N1CCCCCC1	-5.5	5.5	3.6	6.6	-12.1	1.12	-2.6	9.0	0.945
COc1cccc(N=CC2=C(O)CC(C)(C)CC2=O)c1	14.2	-0.2	-8.0	4.1	-6.7	1.07	33.1	22.0	1
COCCN(CCOC)c1nc(N)c2c(N)nc3c(c2c1C#N)CC(=O)N3Cc1ccc(Cl)cc1	-1.4	3.9	24.7	3.3	-14.1	1.14	-11.2	28.9	0.961
O=Cc1ccc(-c2cccc(C(=O)O)c2)o1	1.2	8.0	13.3	12.9	10.4	0.896	0.0	13.1	0.92
COc1ccc(S(=O)(=O)NCCSCc2cccs2)cc1	-2.3	-4.3	6.2	21.1	-4.5	1.04	-1.6	30.6	1.04
CCn1c(SCC(=O)N(C)C2CCS(=O)(=O)C2)nnc1-c1cccs1 (centres undefined)	0.2	6.7	-14.1	0.6	-0.5	1	-3.9	-3.9	0.933
COc1ccc(/C(C)=N/Nc2nc(C)c(C(C)=O)s2)cc1	8.5	6.4	9.7	23.7	-8.4	1.08	-10.8	19.2	0.936
COC(=O)[C@@H](Cc1c[nH]c2ccccc12)NC(=O)CCC(=O)c1ccc(Br)cc1	15.4	6.4	-4.1	6.8	-6.4	1.06	-12.1	33.7	0.936
CCc1ccc(C(=O)COC(=O)CNC(=O)COc2ccccc2)cc1	16.3	1.4	15.1	10.3	11.0	0.89	2.6	41.6*	0.986
O=S(=O)(Nc1cccc(-n2cnnn2)c1)c1ccc(Cl)nc1	-6.0	0.4	-4.2	4.1	-5.6	1.06	4.9	19.2	0.996
COc1ccccc1CN1CCCC(CN(CCN(C)C)C(=O)C2CCCC2)C1 (centres undefined)	0.6	1.1	-0.6	8.4	-16.5	1.17	0.2	-19.0	0.989
CCCCNC(=S)N(CCN(CC)CC)Cc1cc2cc3c(cc2[nH]c1=O)OCO3	-3.8	8.5	10.8	9.2	-0.6	1.01	-4.5	3.0	0.915
CSc1sc(C)cc1C1C(C#N)=C(N)N(c2cccnc2)C2=C1C(=O)CCC2 (centres undefined)	10.3	-4.1	-3.9	-3.8	7.3	0.927	-12.7	10.8	1.04
COc1ccc(C(=O)Nc2cccc(C(=O)N3CCCCC3)c2)cc1	4.8	-5.5	12.2	3.9	18.8	0.812	5.6	17.8	1.05
C=CCNc1ncnc2sc(SC)nc12	12.9	11.9	2.8	14.7	1.5	0.985	-5.8	8.9	0.881
CCOC(=O)c1cc2c(s1)-c1ccccc1CC2	7.3	4.4	18.4	7.7	-6.6	1.07	10.7	3.3	0.956
Cc1nn(Cc2ccccc2)c(C)c1NC(=O)Cn1nc([N+](=O)[O-])c(Cl)c1C	-1.7	-3.8	-30.4	10.3	-1.2	1.01	-11.2	9.4	1.04
O=C(NCc1ccccc1Cl)c1ccc2ccccc2n1	12.4	10.0	15.9	23.1	10.6	0.894	15.2	26.7	0.9
CCC(=O)Nc1nc2nc(-c3ccccc3)cc(=O)n2[nH]1	-8.1	0.3	-17.1	-5.8	4.7	0.953	-9.7	-12.6	0.997
CCCc1nnc(SCC(=O)Nc2cc(C)on2)n1CCOC	0.6	4.7	2.1	9.9	-0.4	1	2.7	-11.8	0.953
CSc1ccccc1OCc1cc(C(=O)N2CCCC2c2nonc2C)no1 (centres undefined)	-1.3	0.4	16.4	21.2	-16.1	1.16	2.2	20.8	0.996
COc1ccccc1/C=N/NC(=O)c1ccccc1Cl	-6.8	-3.4	3.0	10.0	-3.6	1.04	-4.9	6.8	1.03
Cc1c(C#N)c(N=CN(C)C)c(C(=O)c2ccccc2)n1-c1ccccc1	3.2	-10.1	-0.2	12.8	25.6	0.744	-4.7	26.3	1.1
CCN(Cc1ccccc1)C(=O)CN1C(=O)COc2ccc(S(=O)(=O)NC3CCCC3)cc21	-4.4	-3.4	7.4	11.7	-2.3	1.02	-9.9	1.6	1.03
COc1c(OC(C)=O)ccc(/C=C/c2ccc3ccccc3n2)c1[N+](=O)[O-]	39.5	8.1	10.3	15.9	12.1	0.879	21.8	47.5*	0.919
Cc1nn(S(=O)(=O)c2ccccc2)c(C)c1S(=O)(=O)N1CCC(C)CC1	-7.7	-0.4	-1.2	19.5	27.6	0.724	0.6	-8.5	1

Just hIAP inh (four entries from above):
compound	hIAP inh
Cc1nn(Cc2ccccc2)c(C)c1NC(=O)Cn1nc([N+](=O)[O-])c(Cl)c1C	-1.2
CCCc1nnc(SCC(=O)Nc2cc(C)on2)n1CCOC	-0.4
CCC(=O)Nc1nc2nc(-c3ccccc3)cc(=O)n2[nH]1	4.7
Cc1nn(S(=O)(=O)c2ccccc2)c(C)c1S(=O)(=O)N1CCC(C)CC1	27.6

(cont.)
SMILES	TIM10 inh	mIAP inh	Apaf-1 inh	NALP3 yeast inh	hIAP inh	hIAP activ	ATG4B inhibitor	tim10-1 inh	mIAP act
O=C(Nc1ccc(NC(=O)c2ccccc2Cl)nc1)c1ccncc1	2.7	10.5	-4.2	8.4	-1.2	1.01	-4.4	4.1	0.895
CCN(CC(=O)NCc1cccs1)C(=O)CCc1c[nH]c2ccccc12	12.7	3.1	-2.6	-2.6	11.1	0.889	-10.5	8.4	0.969
C/C(=N\NC(=O)c1ccc(NS(=O)(=O)c2cccs2)cc1)c1ccncc1	-5.2	1.8	2.4	-5.9	3.2	0.968	1.8	19.2	0.982
O=C(NN=C(c1ccccc1)c1ccccc1)C(CCl)C1CCCCC1 (centres undefined)	0.2	-4.0	-1.5	-23.8	0.5	0.995	4.0	-5.0	1.04
COc1ccc(NC(=O)CN2CCN(CC(=O)Nc3ccc(OC)cc3)CC2)cc1	0.7	4.5	3.6	15.9	21.2	0.788	-5.0	3.1	0.955
CCOC(=O)N1CCN(Cc2cc(=O)oc3ccc(Cl)cc23)CC1	10.5	2.1	5.7	0.2	8.4	0.916	-9.9	25.3	0.979
COc1cc(OC)c(NC(=O)CS(=O)(=O)Cc2nc(-c3ccc(C)cc3)oc2C)cc1Cl	-0.4	-5.5	6.9	9.9	1.5	0.985	-3.9	8.6	1.05
O=C(COc1ccc(S(=O)(=O)N2CCOCC2)cc1)Nc1cccc([N+](=O)[O-])c1	9.6	-4.4	15.0	26.0	7.9	0.921	-6.7	25.8	1.04
O=c1c2ccccc2ncn1-c1ccc(Cl)cc1	-8.0&11.3	-1.8&-1.1	-5.7&-13.2	13.5&17.2	0.1&1.3	0.999&0.987	6.6&-1.4	4.9&-5.8	1.02&1.01
O=C(CC(NCCc1ccccc1)C(=O)O)Nc1ccc(O)cc1 (centres undefined)	-6.8	0.3	1.3	1.4	-0.4	1	/	5.9	0.997
Cc1cccc(OCC(=O)NCCCNC(=O)c2ccncc2)c1	-0.4	9.6	4.2	16.7	-13.9	1.14	-5.8	0.9	0.904
Cc1ccccc1CNC(=O)Nc1cccs1	15.3	0.4	3.8	-5.6	-15.8	1.16	13.8	29.4	0.996
COc1ccc(N2CCN(C(=O)CCC(=O)N3CCOc4ccc(C)cc43)CC2)cc1	5.3	5.4	5.5	21.0	5.8	0.942	-5.7	24.7	0.946
CC1CN(CC(O)COC(c2ccccc2)c2ccccc2)CC(C)O1 (centres undefined)	-2.1	0.8	-6.7	7.4	-7.0	1.07	12.5	-5.4	0.992
O=C(NCC1CCCO1)C1CCCN1C(=O)Nc1ccc(Cl)c(Cl)c1 (centres undefined)	-13.6	-15.5	3.1	5.2	-19.4	1.19	-3.1	-4.6	1.16
O=C1c2ccccc2C(=O)N1CCN1CCOCC1	6.7	2.9	-2.8	1.8	2.2	0.978	2.3	-16.2	0.971
O=C(Nc1nccs1)c1ccc(CSc2ccccc2)o1	-39.4	-0.1	17.1	2.0	7.8	0.922	4.8	-27.0	1
COc1ccc(/C=C/C(=O)c2ccc(C(=O)/C=C/c3ccc(OC)c(OC)c3)cc2)cc1OC	-5.0	16.7	16.9	19.6	28.6	0.714	-1.0	21.9	0.833
CCc1ccc2[nH]c3nc(N/N=C/c4ccc(O)cc4O)nnc3c2c1	-45.0	13.2	-3.6	31.4	-5.9	1.06	5.6	15.4	0.868
COc1ccc2c(c1)[C@H]1[C@H](CO2)[C@H](c2ccccc2)[C@]2(C)C(=O)Nc3cc(OC)c(OC)cc3C(=O)N12	13.3	0.0	12.6	23.7	-1.0	1.01	-8.4	17.8	1
COc1cc(NC(=S)Nc2ccccn2)cc(OC)c1OC	9.2	0.0	-1.5	-3.2	-66.9	1.67	-12.9	32.9	1
O=S1(=O)N=C(N/N=C/C=C/c2ccccc2)c2ccccc21	-3.7	-2.3	12.1	-8.4	12.5	0.875	6.0	22.6	1.02
CC(C)NC(=O)CN(Cc1ccc(F)cc1)C(=O)CCC(=O)Nc1ccccn1	3.9	1.3	0.6	-4.4	-2.2	1.02	0.7	0.5	0.987
Cc1cccc(NC(=S)N(CCN(C)C)Cc2cc3cccc(C)c3[nH]c2=O)c1	2.6	9.3	1.0	-1.7	-20.8	1.21	-14.4	11.6	0.907
O=C(O)Cc1ccc(N=Nc2c(O)c(C(=O)O)cc3ccccc23)cc1	0.5	1.9	10.9	14.7	14.0	0.86	20.9	26.1	0.981
